Source: PubChem
SIRT5 block: sirtuin-5 (human) deacylase inhibition. Q9NXA8. Purified SirT5, succinyl-peptide AMC, trypsin-coupled fluorescence. inhibition, % at 15 µM. hit rate 1.1% among 330,000. AID 652115; in the data active = inhibition above about 15%; inconclusive = no clear call, values can overlap the other calls
Target sequence (Q9NXA8 whole entry, looked up): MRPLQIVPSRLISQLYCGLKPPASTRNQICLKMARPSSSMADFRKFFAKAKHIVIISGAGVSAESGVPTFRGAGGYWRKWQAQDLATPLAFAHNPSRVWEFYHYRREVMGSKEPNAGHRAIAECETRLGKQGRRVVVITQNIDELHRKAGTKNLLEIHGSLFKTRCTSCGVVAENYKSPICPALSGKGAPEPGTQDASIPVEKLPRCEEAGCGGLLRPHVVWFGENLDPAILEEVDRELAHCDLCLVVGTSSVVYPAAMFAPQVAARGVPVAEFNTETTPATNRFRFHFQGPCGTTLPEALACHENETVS
DENV2 CPE rescue: DENV2-induced cell death inhibition. DENV2-infected cells, cytopathic effect rescue, plate reader. CPE inhibition, % at 9.99 µM. hit rate 1.7% among 350,000; in the data active = CPE inhibition above about 20%, passing the limit was not always enough; inconclusive = no clear call, values can overlap the other calls; tested in BHK-21 cells;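 also: 0% = median of neutral control wells and 100% = median of positive control wells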
ARNT TACC3 PPI: ARNT/TACC3 interaction disruption; hit rate 0.66% among 390,000; AlphaScreen His-ARNT PAS-B/GST-TACC3 binding, luminescence; TACC3 fragment carries E629A point mutation; Q9Y6A5; inhibition, % at 9.99 µM;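 active = mean inhibition of replicates at least 50% and at least half of replicates each reaching 50%; inconclusive = half or more replicates reach 50% but mean below 50%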;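 also: 0% = complete ARNT plus TACC3 wells and 100% = ARNT alone without TACC3; many hits fall short of the cut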
PAX8 reporter: PAX8 transcriptional activity inhibition; RMG-I TPO-luciferase reporter, SteadyGlo, 24 h; inhibition, % at 12.6 µM; hit rate 1.2% among 360,000; AID 652154;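 active = mean replicate inhibition at least 60% with every replicate also reaching 60%; inconclusive = only one of the two criteria is met; inactive = mean below 60% and not all replicates reaching 60%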;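 also: luciferase light reporting Pax8 driven TPO promoter activity; plate controls were median of neutral control wells for no effect and mitoxantrone controls for full effect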
LGR2 antag: Drosophila LGR2 receptor signaling inhibition | inhibition, % at 9.99 µM | hit rate 0.35% among 380,000 | HEK293 LGR2, CRE-luciferase, bursicon-stimulated, 4 h;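 active = drop in luminescence signal, shown as inhibition above about 50% in the replicate tests, limit read from the data, passing the limit was not always enough; inconclusive = probably only some replicates passing the limit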;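 also: agonist challenge used bursicon conditioned medium at about half maximal strength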
Casp6 inh: caspase-6 (human) enzyme inhibition; purified caspase-6, Z-VEID-R110 cleavage fluorescence; inhibition, % at 12.5 µM; hit rate 0.53% among 350,000;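 active = mean inhibition across replicates at least about 35%, with every replicate also reaching that limit, limit read from the data; inconclusive = only one of the two criteria met; inactive = neither criterion met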;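 also: 0% = median of neutral control wells and 100% = no fluorescence left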
Target sequence (P55212 24-179 limits assumed): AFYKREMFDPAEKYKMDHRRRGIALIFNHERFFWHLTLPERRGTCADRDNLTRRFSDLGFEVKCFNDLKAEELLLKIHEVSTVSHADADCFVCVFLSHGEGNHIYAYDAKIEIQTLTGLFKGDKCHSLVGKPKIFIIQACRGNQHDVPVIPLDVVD
Target sequence (P55212 194-293 limits assumed): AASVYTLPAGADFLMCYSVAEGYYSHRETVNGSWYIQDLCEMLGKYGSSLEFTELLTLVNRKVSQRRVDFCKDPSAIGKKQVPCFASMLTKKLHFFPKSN
EWS-Fli block: EWS/Fli transcriptional activity inhibition; A673 NR0B1-luciferase reporter, viability-normalised; inhibition, % at 12.6 µM; hit rate 0.67% among 350,000; AID 651661;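 active = mean inhibition of at least 50% after viability correction, with every replicate also passing that limit; inconclusive = mean reaches 50% but only one of two replicates passes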;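 also: firefly luciferase signal divided by Alamar Blue viability fluorescence both relative to DMSO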
* marks the source's active call; other numbers are inactive results; ? = inconclusive; · = not tested or not shown; & = joins results of further samples.

SMILES	SIRT5 block	DENV2 CPE rescue	ARNT TACC3 PPI	PAX8 reporter	LGR2 antag	Casp6 inh	EWS-Fli block
C[C@@H]1CN([C@H](C)CO)C(=O)c2cc(NC(=O)c3ccncc3)ccc2O[C@@H](C)CCCCO[C@@H]1CN(C)Cc1ccc2c(c1)OCO2	-5	3	-2	-6	8	0	2
Cc1ccc(-c2nc3ccc(Cl)cn3c2Cc2ccccc2)cc1	-2	-6	·	-103	-96	0	-80
Cc1ccc(S(=O)(=O)N2CCOCC2)cc1NC(=O)CSc1nc(N)cc(N)n1	-4	-10	1	-5	6	1	-1
COc1ccc(CN2CC3(CN(C(C)=O)C3)c3c([nH]c4cc(OC)ccc34)[C@H]2CO)cc1	0	?	·	·	-12	-1	3
Cc1ccc(S(=O)(=O)N2CCOCC2)cc1C(=O)NCC1CCCO1 (stereo not given)	-4	-6	14	1	12	0	·
COc1ccc(CCNC(=O)CCC(=O)N2CCOc3ccc(Cl)cc32)cc1OC	3	6	29	-2	-7	0	-2
COC(=O)C1CCN(C(=O)c2ccc3oc(Cc4ccc(Cl)cc4)nc3c2)CC1	-1	6	3	8	-6	1	-2
O=c1c2c(nc3nc(NCc4ccc(Cl)cc4)[nH]n13)CCC2	0	-7	-2	36	32	4	5
O=C(NC[C@H]1N[C@H](CO)[C@@H]1c1ccc(C2=CCCCC2)cc1)c1ccc(F)cc1	1	44*	-3	10	9	-2	19
COC(=O)C[C@H]1CC[C@@H](N)[C@@H](CO)O1	-1	7	-4	-4	13	6	3
C[C@H]1CN([C@@H](C)CO)C(=O)Cc2cc(NC(=O)Nc3ccccc3)ccc2O[C@@H]1CN(C)S(=O)(=O)c1ccccc1	-2	3	-1	-23	-19	2	-13
O=C(Cc1ccccc1)Nc1cccc(N2C(=O)C=CC2=O)c1	-1	2	-6	·	2	-1	17
COc1ccccc1C(NC(C)=O)c1cc(Cl)c2cccnc2c1O (stereo not given)	-5	-2	7	48	12	-3	11
Cc1ccc(S(=O)(=O)Nc2ccc3c(c2)C(=O)N([C@@H](C)CO)C[C@@H](C)[C@@H](CN(C)C(=O)NC(C)C)OCCCC[C@H](C)O3)cc1	1&-1	-2&-5	-5	-20&-2	15	0&1	-7&2
Cc1noc(C)c1S(=O)(=O)Nc1ccc2c(c1)C(=O)N([C@H](C)CO)C[C@H](C)[C@@H](CN(C)C(=O)NC1CCCCC1)O2	1&-9	8&-3	-18&32	-5	2&-5	3&2	-3&-3
Cc1ccc(OCCOC(=O)CN2C(=O)NC3(CCCC3)C2=O)cc1	-2	-3	-5	-12	9	2	0
CCOC(=O)c1ccccc1NC(=O)c1ccc2c(SCC(=O)O)c3c(nc2c1)CCCC3	22*	0	13	-6	6	-4	3
CC=Cc1ccc2n(c1=O)C[C@H]1[C@H](CO)[C@@H](C(=O)NCC3CC3)[C@@H]2N1C(=O)CC (mixture of isomers)	-22	0	-7	7	7	-2	0
COc1ccccc1CCC(=O)Nc1ccc(C)cc1Cl	1	7	-2	-116	-70	0	-17
Fc1ccc(NC(=S)NN=Cc2ccccc2Cl)cc1	·	-6	-1	4	-26	-1	4
C=C(C)Cn1c(=O)c2c(nc3n2CCCN3CCc2ccccc2)n(C)c1=O	-5	3	4	15	0	6	0
O=C(c1cccc(F)c1)N1C[C@@H]2[C@H](c3ccccc31)[C@@H](CO)N2C(=O)C1CCCC1	2	-4	-5	-6	-2	0	-6
CC1CCCCC1NC(=S)NC(=O)c1ccccc1Br (stereo not given)	·	·	-7	-14	3	·	·
CC1(C)c2[nH]c3ccccc3c2C[C@H]2C(=O)N(Cc3ccccc3F)C(=O)N21	-2	2	0	56	27	-1	13
CC(=O)N(CCc1ccccc1C)Cc1cc2ccc(C)cc2[nH]c1=O	-4	-1	-15	1	12	1	13

Compounds shown so far containing an aryl thioether with sulfur outside any ring (two):
SMILES	SIRT5 block	DENV2 CPE rescue	ARNT TACC3 PPI	PAX8 reporter	LGR2 antag	Casp6 inh	EWS-Fli block
Cc1ccc(S(=O)(=O)N2CCOCC2)cc1NC(=O)CSc1nc(N)cc(N)n1	-4	-10	1	-5	6	1	-1
CCOC(=O)c1ccccc1NC(=O)c1ccc2c(SCC(=O)O)c3c(nc2c1)CCCC3	22*	0	13	-6	6	-4	3

(next part)
SMILES	SIRT5 block	DENV2 CPE rescue	ARNT TACC3 PPI	PAX8 reporter	LGR2 antag	Casp6 inh	EWS-Fli block
CCNC(=O)C[C@@H]1CC[C@@H]2[C@H](COc3ccc(NC(=O)NC(C)C)cc3C(=O)N2C)O1	-1	7	-3	6	10	-3	10
O=C(Nc1ccc(Cl)c(Cl)c1)N[C@H]1CC[C@@H](CCn2cc(C3CC3)nn2)O[C@H]1CO	-7	-5	-4	14	4	-2	3
CCn1c(-c2cc(-c3ccccc3OC)nc3ccccc23)n[nH]c1=S	-6	4	8	-1	1	0	1
Cc1c(C(=O)OCc2ccc(F)cc2)sc2nc3n(c(=O)c12)CCC3	-1	-7	9	-29	-6	2	-39
Cc1cccc(CNC(=O)C2CCC(=O)N(C3CCCCCC3)C2)c1 (stereo not given)	3	2	-7	15	13	-5	-11
CCCc1cn(CC[C@H]2CC[C@@H](NC(=O)CCN3CCCCC3)[C@@H](CO)O2)nn1	2	-3	-7	7	3	-1	0
Cn1cnc(S(=O)(=O)N2CCCCN3[C@H](CO)[C@H](c4ccc(C#CC5CCCC5)cc4)[C@H]3C2)c1	4	-25	0	18	5	-3	1
COc1cccc(NC(=O)c2nc(SC)ncc2Cl)c1	-6	0	12	24	-2	0	-11
C[C@H]1CN([C@@H](C)CO)C(=O)c2cc(NC(=O)Nc3cccc4ccccc34)ccc2O[C@H]1CN(C)S(=O)(=O)c1ccc(Cl)cc1	-2	3	1	·	8	-1	8
Cn1c(SCC(=O)NC2CCCCC2)nnc1-c1ccc(N)cc1	2	5	3	-112	7	-1	-5
C[C@@H]1CN([C@H](C)CO)C(=O)c2cc(NC(=O)CCC(F)(F)F)ccc2O[C@@H](C)CCCCO[C@H]1CN(C)C(=O)NC1CCCCC1	1	-4	-9	0	-4	2	-3
CCC(C)NC(=O)C1CCN(S(=O)(=O)CC)CC1 (stereo not given)	2	8	2	·	-3	·	-4
CC(=O)Nc1ccc2c(c1)Cc1ccc(Cl)cc1-2	1	-9	-5	-27	-73	1	-76
CCCc1nnc(NC(=O)c2oc3ccccc3c2COCC)s1	-2	-11	-3	-2	1	3	1
O=C(NC(=S)NC(c1ccccc1)c1ccncc1)c1ccccc1 (stereo not given)	4	3	3	6	31	1	2
CC(=O)c1c(C)nn(CC(O)COc2ccc3ccccc3c2)c1C (stereo not given)	-2	0	-12	15	28	1	10
Nc1cc(OC(=O)c2c(F)cccc2Cl)nn1S(=O)(=O)c1ccccc1	-7	7	-3	14	5	0	18
Nc1c(C(=O)c2ccc(Cl)cc2)sc2nc3c(cc12)CCC3	-3	-3	0	-99	-57	-1	-58
O=C1NC2(CCCCC2)C(=O)N1c1ccc(Cl)cc1	·	0	-4	-29	-6	3	6
CCOC(=O)c1cc(C#N)c(SCC(N)=O)[nH]c1=O	-7	-2	0	-7	9	11	-3
CC[C@H](C)C(N)c1cn(C(CCCN=C(N)N)C(=O)N2CCNCC2)nn1 (stereo not given in full)	·	0	4	11	·	·	0
CC(OC(=O)CSCC(=O)Nc1ccc(Cl)cc1)C(=O)N(C)Cc1ccccc1 (stereo not given)	-1	-5	-4	0	-4	-3	6
S=C1NC2=C(CCC/C2=C\c2ccccc2)C(c2ccccc2)N1 (stereo not given)	·	·	0	27	5	·	·
O=C1CN(C(=O)c2cc3ccccc3oc2=O)C(c2ccc(F)cc2)c2cc(F)ccc2N1 (stereo not given)	11	18	33	-3	14	0	-8
CC(C)NC(=O)Nc1ccc2c(c1)C(=O)N([C@H](C)CO)C[C@H](C)[C@@H](CN(C)C(=O)CCCN(C)C)OCCCC[C@H](C)O2	5	-5	-1	-1	11	0	·

Results in Casp6 inh, PAX8 reporter and DENV2 CPE rescue, for 3 of the compounds above:
mol,Casp6 inh,PAX8 reporter,DENV2 CPE rescue
CC(C)NC(=O)Nc1ccc2c(c1)C(=O)N([C@H](C)CO)C[C@H](C)[C@@H](CN(C)C(=O)CCCN(C)C)OCCCC[C@H](C)O2,0,-1,-5
CCCc1nnc(NC(=O)c2oc3ccccc3c2COCC)s1,3,-2,-11
S=C1NC2=C(CCC/C2=C\c2ccccc2)C(c2ccccc2)N1 (stereo not given),·,27,·

(list continues)
SMILES	SIRT5 block	DENV2 CPE rescue	ARNT TACC3 PPI	PAX8 reporter	LGR2 antag	Casp6 inh	EWS-Fli block
Cc1ccc(S(=O)(=O)Nc2ccc3c(c2)C(=O)N([C@@H](C)CO)C[C@@H](C)[C@@H](CN(C)Cc2ccc(C(=O)O)cc2)OCCCC[C@@H](C)O3)cc1	3	4	-9	-4	18	-4	-26
Cc1occc1C(=O)N/N=C/C=C/c1ccc(N(C)C)cc1	0	?	16	-160	-25	2	·
CN(CC(=O)NCCc1ccc(Cl)cc1)S(=O)(=O)c1ccc2c(c1)c(=O)n(C)c(=O)n2C	0	7	2	6	-19	-2	-6
CCC(=O)Nc1cccc(C(=O)c2ccccc2)c1	·	·	-9	·	-15	1	·
CCn1cc(C(=O)NCc2ccco2)c(=O)c2ccc(C)nc21	0	7	-3	-21	-12	2	-19
COc1cccc(-c2cn(CC[C@H]3CC[C@@H](NC(=O)CN(C)C)[C@@H](CO)O3)nn2)c1	-4	5	6	8	10	-1	-2
CCC(C)NC(=O)CSc1ccc(S(=O)(=O)N(C)C2CCCCC2)cn1 (stereo not given)	-3	4	-2	12	17	1	-1
Cc1ccc(NC(=O)[C@H](C)NC(=O)C2CCN(C(=O)[C@@H](N)C(C)C)CC2)cc1	-2	-6	-4	6	-3	2	-2
C[C@H]1CN([C@@H](C)CO)C(=O)c2cc(NC(=O)Nc3ccc(C(F)(F)F)cc3)ccc2O[C@@H]1CN(C)C(=O)Nc1ccccc1	1	-15	1	5	9	-1	4
O=C(C[C@@H]1CC[C@H]2[C@@H](COC[C@H](O)CN2Cc2ccncc2)O1)NCC1CC1	1	8	0	0	-23	-1	7
CCn1c(=S)sc2c(=O)n(CC(=O)Nc3ccc(OC)c(Cl)c3)c(C)nc21	-2	6	4	-7	-10	-1	·
CNc1ccc(SC#N)cc1	-2	-2	2	3	6	-3	1
O=[N+]([O-])c1ccccc1SNc1ccccc1	-1	-13	·	5	1	0	4
COc1ccc(CCC(=O)OCC(=O)NCc2ccccc2)cc1	-2	1	·	-8	1	-2	-6
Cc1ccc([C@@H]2CC(=O)[C@@H]3CN(S(=O)(=O)c4ccc(C)cc4)[C@H](c4ccccc4F)C[C@@H]3N2S(=O)(=O)c2ccc(Cl)cc2)cc1	-1	-5	·	-7	-2	-8	-9
COc1c(O)cc2oc(-c3ccc(O)cc3)cc(=O)c2c1O	0	?	41	-145	29	4	-7
COc1ccc(/C=C/C(=O)N(CC(C)C)C2CCS(=O)(=O)C2)cc1 (stereo not given)	0	1	-5	-4	-19	-1	-6
CC(=O)C1=C(C)N2CCN=C2S1	-2	1	-5	-3	-11	1	1
CCC(C)[C@H](NC(=O)[C@@H]1CSC2c3ccccc3C(=O)N21)C(=O)NC1CCCC1 (stereo not given in full)	0	5	-1	-2	-2	-1	7
O=C(CN1c2cccc3cccc(c23)S1(=O)=O)NCc1ccc(Cl)cc1	-4	3	-5	6	-5	-2	-3
O=S(=O)(c1cccc(S(=O)(=O)N2CCCC2)c1)c1cccc(S(=O)(=O)N2CCCC2)c1	1	-2	-3	·	·	4	13
O=C(CN1C(=O)NC2(CCCC2)C1=O)Nc1ccc(OC(F)(F)F)cc1	-1	6	-5	0	3	-1	·
CCCc1nc2sc3c(=O)n(N)cnc3c2c2c1CCCC2	-3	3	3	-1	16	0	14
CCOC(=O)C1CCN(C(=O)c2cccnc2Oc2ccccc2)CC1	·	5	-19	24	-30	1	17
O=C(CSc1nc(-c2ccc(F)cc2)cs1)N1CCc2ccccc21	1	4	-2	·	·	-2	-5
O=C(O)c1ccc(OS(=O)(=O)c2cccc(C(F)(F)F)c2)cc1	0	3	-5	-5	-10	0	6
COc1cccc(CN2CCN(Cc3nc(-c4cccc(F)c4F)oc3C)CC2=O)c1	-1	-7	·	-1	8	-2	4
C/C(=N\Nc1ccccc1[N+](=O)[O-])c1ccccc1O	-7	12	8	-106	-61	2	-112
